PLK1 PBD inh: inhibitors of human PLK1 polo-box domain binding | P53350 | Plk1 PBD binding of FITC phosphopeptide, fluorescence polarization | Potency, µM, inactives show max response, negative = inhibition, hits mostly inhibitors | 360,000 compounds, 2.8% hits; also: potency is read from the fitted curve at half-maximal effect; series mostly up to about 57 µM; % is scaled to controls: 0 for no effect and ±100 for the full control effect; nearly all actives have a fitted effect of over 65% in size
Target sequence (P53350 whole entry, looked up, the tested form may be a part): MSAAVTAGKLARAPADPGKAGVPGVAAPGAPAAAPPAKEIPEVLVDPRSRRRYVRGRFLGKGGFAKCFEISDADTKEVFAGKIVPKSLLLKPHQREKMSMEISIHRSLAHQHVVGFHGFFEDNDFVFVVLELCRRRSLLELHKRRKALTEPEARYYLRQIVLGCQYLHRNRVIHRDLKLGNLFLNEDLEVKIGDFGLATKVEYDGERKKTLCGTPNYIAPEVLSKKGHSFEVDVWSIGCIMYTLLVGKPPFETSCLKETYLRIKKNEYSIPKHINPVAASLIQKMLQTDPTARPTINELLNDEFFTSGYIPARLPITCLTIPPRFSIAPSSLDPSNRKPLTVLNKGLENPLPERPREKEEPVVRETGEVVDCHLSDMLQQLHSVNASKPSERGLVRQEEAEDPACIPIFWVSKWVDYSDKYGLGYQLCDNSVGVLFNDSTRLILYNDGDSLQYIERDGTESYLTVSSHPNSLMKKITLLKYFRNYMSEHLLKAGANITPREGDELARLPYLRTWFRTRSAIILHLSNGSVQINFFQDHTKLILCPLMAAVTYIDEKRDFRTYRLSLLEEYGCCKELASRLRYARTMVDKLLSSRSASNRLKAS
EPAC1 antag: blocks human EPAC1 exchange factor; Potency, µM (doses to about 115 µM), inactives show at the highest dose activity change, negative = inhibition, actives largely listed as inhibitors; O95398; AID 720709; EPAC1 GEF assay, Rap1b-BODIPY-GDP exchange fluorescence; 360,000 compounds, 0.14% hits;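 also: potency is read from the fitted curve at half-maximal effect; plate controls were vehicle for no effect and positive control for full effect; nearly all actives have a fitted effect of over 50% in size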
Abeta yeast res: restores growth of yeast expressing A-beta42 peptide | yeast expressing A-beta42, growth rescue, OD600, 48 h; response scale: 0% DMSO, 100% iron-clioquinol control | Potency, µM (titrated, usually from 46.1 µM), inactives show at the highest dose growth rescue, usual class: activators | 410,000 compounds, 0.063% hits | AID 1347071; also: potency is read from the fitted curve at half-maximal effect; nearly all actives have a fitted effect of over 55% in size
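Yeast A-beta toxicity model in growth medium with pinned compounds, 48 h at 30 C; growth read as absorbance at 600 nm. Normalized to FeCl3/clioquinol equimolar mix (positive) and DMSO (negative).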
PI5P4Ka inh: PI5P4K alpha (human) kinase inhibition | PI5P4Kalpha enzyme, ADP-Glo luminescence, 60 min; hits give low values | max response, % | 330,000 compounds, 1.2% hits; active = max response of -50% or lower; inconclusive = between -30% and -50%; inactive = -30% or higher; also: value at the top dose of about 77 µM; % is scaled to controls: 0 for no effect and ±100 for the full control effect
Target sequence (P48426 whole entry, looked up): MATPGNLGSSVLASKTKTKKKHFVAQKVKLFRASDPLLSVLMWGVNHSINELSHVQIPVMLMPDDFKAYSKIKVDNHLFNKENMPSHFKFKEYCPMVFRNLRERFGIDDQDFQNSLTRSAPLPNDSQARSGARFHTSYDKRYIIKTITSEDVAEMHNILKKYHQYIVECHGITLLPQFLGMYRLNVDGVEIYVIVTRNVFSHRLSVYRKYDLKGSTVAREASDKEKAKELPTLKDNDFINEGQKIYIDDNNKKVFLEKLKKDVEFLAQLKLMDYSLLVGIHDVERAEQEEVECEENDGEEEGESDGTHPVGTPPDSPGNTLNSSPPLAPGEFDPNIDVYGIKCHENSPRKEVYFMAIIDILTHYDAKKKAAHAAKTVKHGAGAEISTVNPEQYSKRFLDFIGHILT
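Quantitative HTS of the MLSMR library against PI5P4Kalpha with substrate. ATP added last at 5 microM final; room temperature, 60 minutes. Remaining ATP depleted, ADP converted and read as luminescence.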
EPAC1 agonist: activates human EPAC1 exchange factor. Potency, µM (series often up to 154 µM), inactives show top-dose activation, actives largely listed as activators. EPAC1 agonist qHTS, biochemical assay; response scale: 100% = response to 6.5 mM cAMP. 360,000 compounds, 0.073% hits; also: potency is read from the fitted curve at half-maximal effect; nearly all actives have a fitted effect of over 60% in size
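EPAC1 100 nM, Rap1B–BODIPY-GDP 250 nM, unlabeled GDP 50 uM; compound titration; 5 min RT; kinetic read ex480/em540 at 5-min intervals ×30 min; data normalized to 6.5 mM cAMP agonist control.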
WRN helicase inh: WRN helicase (human) inhibition; WRN helicase unwinding, fluorescent forked duplex, kinetic; Potency, µM (titrated, usually from 114 µM), without a hit: at the highest dose activity change, negative = inhibition, usual class: inhibitors; Q14191; 360,000 compounds, 0.46% hits; AID 651768; also: potency is read from the fitted curve at half-maximal effect; % is scaled to controls: 0 for no effect and ±100 for the full control effect; nearly all actives have a fitted effect of over 55% in size
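Kinetic fluorescence helicase assay: unwinding of a quenched forked DNA duplex (100 nM final) with 2 mM ATP final raises red fluorescence (525/598 nm). Compounds sat 15 min at room temperature with 20 nM WRN beforehand.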
IL2 activator: IL-2 activation | IL-2 activation reporter assay, cell-based qHTS; stimulated with anti-CD3/CD4/CD28 beads; in transgenic mouse T cells | activation, % (series mostly up to about 46 µM) | 360,000 compounds, 0.065% hits; in the data active = activation above about 50%; inconclusive = mostly about 30% to 49%; also: 0% is about no effect
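Readout is EGFP and DsRed signal by fluorescent plate cytometry after 18 h at 37 degrees C. Transgenic mouse T cells (750/well) received compound for 60 min before bead stimulation (anti-CD3, anti-CD4, anti-CD28); memory T cells served as non-tolerant control.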
FUS yeast rescue: FUS proteinopathy suppression in yeast; S. cerevisiae FUS-expressing, growth rescue, OD600, 24 h; Potency, µM (series often up to 76.6 µM), for the others: top-dose growth rescue (activation), most hits filed as activators; 390,000 compounds, 0.24% hits;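 also: potency is read from the fitted curve at half-maximal effect; plate controls were DMSO vehicle for no effect and reference control for full effect; nearly all actives have a fitted effect of over 55% in size; some results filed as inactive show a strong effect at the top dose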
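S. cerevisiae expressing FUS from galactose induction served as the toxicity model. Growth after 24hr at 30C, read as absorbance at 600 nm, indicates suppression of toxicity; compounds dosed at several concentrations.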
aSyn yeast inh: rescues yeast growth from alpha-synuclein toxicity | AID 652106 | Potency, µM (titrated, usually from 46.1 µM), for the others: top-dose growth rescue (activation), actives largely listed as activators | Yeast expressing alpha-synuclein, growth rescue, BacTiter-Glo, 24 h | 370,000 compounds, 0.14% hits; also: potency is read from the fitted curve at half-maximal effect; % of control where 0% means no effect; nearly all actives have a fitted effect of over 65% in size
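Rescue of yeast growth: cells expressing toxic alpha-synuclein, induced in galactose at OD600 0.02, incubated with compound 24 h at 30 C. ATP luminescence quantified growth; inhibitors of toxicity appear as activators.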
* = called active by the depositor; ? = inconclusive; / = no result given; & = joins results of further samples; [ ] = remark or other dose. Unless noted, calls follow the shape of the dose curve; as a rule, active = well fitted curve in the direction sought with a large enough effect; inconclusive = small, poorly fitted or top-dose-only effect, or another doubt; inactive = no such curve, though single readings can be large; an effect the other way counts as inactive or inconclusive. An unsorted share of the library; 4.1% or so of the library scored in one or more.

SMILES | PLK1 PBD inh | EPAC1 antag | Abeta yeast res | PI5P4Ka inh | EPAC1 agonist | WRN helicase inh | IL2 activator | FUS yeast rescue | aSyn yeast inh
Cc1ccc(C(c2c(C)n(C)n(-c3ccccc3)c2=O)c2c(C)n(C)n(-c3ccccc3)c2=O)s1 | -6% | 4% | -3% | 1 | 3% | -4% | 0.6 | 33% | 1%
CCn1c(C)nc2cc(C(=O)NNC(=S)Nc3ccc(Cl)cc3)ccc21 | -24% | 21% | 26% | -9 | 5% | 0% | -0.1 | -7% | -1%
O=C(CN1C(=O)NC2(CCc3ccccc3C2)C1=O)Nc1ccc(F)cc1 (stereo not drawn) | -10% | -19% | 5% | -7 | 7% | -2% | 0.4 | / | -2%
COc1ccc(C(=O)OCC(=O)N2CCN(S(=O)(=O)c3ccc(C)cc3)CC2)cc1[N+](=O)[O-] | 0% | -14% | 4% | 4 | 15% | 0% | 0.9 | -12% | 2%
COc1ccc(Br)cc1CN1CCCCCC1 | -12% | -14% | -24% | 0 | 8% | 6% | -0.3 | -1% | -4%
CCc1ncc(C(=O)c2ccc(OC)cc2)n1C | -1% | -1% | 11% | / | 2% | -8% | 1.1 | 25% | -7%
COc1ccc(CNC(=O)C(c2ccncc2)N(C(=O)Cc2cccs2)c2cccc(C)c2)cc1 (stereo not drawn) | -1% | 15% | 15% | / | 1% | -8% | 0.1 | 2% | 10%
O=C(COC(=O)c1ccc(Cl)c(Cl)c1)NC1CCCC1 | -15% | -27% | -5% | -6 | 5% | -4%[57.1 µM] | -3.6 | 15% | -5%
CCOC(=O)c1c(C)n(OCc2ccccc2)c2ccc3nonc3c12 | -5% | 6% | 11% | / | 9% | -2% | 0.7 | 3% | 1%
Cc1cc(C)nc(SCC(=O)N/N=C/c2cccs2)n1 | -5% | -8% | -10% | -4 | 5% | -3% | -4.1 | 7% | -7%
COc1ccc(OC)c(NC(=O)Cc2coc3ccc4ccccc4c23)c1 | 1% | 6% | -11% | 13 | 8% | -4% | -4.5 | 15% | 15%
O=C(NCCCn1ccnc1)C(=O)NCC1OCCN1S(=O)(=O)c1ccc2c(c1)OCCO2 (stereo not drawn) | 0% | -1% | 2% | 1 | 10% | -9% | 1.9 | 16% | 2%
Cc1c(Nc2nc(C(F)(F)F)nc3ccccc23)c(=O)n(-c2ccccc2)n1C | -1% | -2% | -7% | -2 | -6% | 1% | 0.5 | 3% | 5%
CC(OC(=O)CCCOc1ccccc1)C(=O)NC(N)=O (stereo not drawn) | -9% | -20% | 17% | 3 | 17% | -8% | -1.6 | 11% | -1%
CCCN1CCN(C(=O)CCCn2c(C)c3cnn(-c4ccccc4)c(=O)c3c2C)CC1 | -13% | 0% | 5% | -2 | 4% | -1% | 0.3 | -18% | 2%
O=C(Nc1ccc(C(=O)N2CCCC2)cc1)c1ccccc1F | -4% | 30% | -23% | / | 5% | 6% | 0.2 | 2% | -17%
O=C(Nc1ccc(Cl)cc1)Nc1nnc(CSCc2ccccc2Cl)s1 | -13% | 1% | -11% | 0 | 16% | -2% | -0.4 | -6% | -1%
COc1ccc(S(=O)(=O)Nc2cccc(S(=O)(=O)N3CCCCC3)c2)cc1 | 4% | 1% | 2% | -4 | 3% | -10% | -3.5 | / | 11%
CN(C)S(=O)(=O)c1ccc2c(c1)c(=O)c(C(=O)NCCCN1CCCCCC1)cn2C | -4% | -2% | -6% | -2 | -3% | -7% | 0.2 | -1% | -7%
Cc1ccc(C(C)NC(=S)NCc2ccc(F)cc2)c(C)c1 (stereo not drawn) | 4% | -24% | ? | -1 | 8% | -7% | -4.7 | / | 3%
CN(C)S(=O)(=O)N(CC(=O)Nc1ccc2ccccc2c1)c1ccccc1 | 1% | -6% | 0% | 2 | 15% | -12% | -0.5 | 27% | 9%
O=C(Cn1nnc(-c2ccc(CN3CCOCC3)cc2)n1)Nc1nc(-c2ccccc2)cs1 | 3% | 0% | 1% | / | 13% | -14% | -3.0 | 32% | ?
Cc1ccc(S(=O)(=O)NCC(=O)N(CC(=O)NCc2ccco2)C2CCCC2)cc1 | -1% | -6% | -4% | -19 | -4% | 4% | 1.3 | -14% | -10%
CC(=O)Nc1ccc2c(O)cc(S(=O)(=O)O)cc2c1 | -27% | -8% | -20% | -22 | 2% | -34% | -0.3 | 40% | -20%
N#C/C(=C\c1cccnc1)C(=O)Nc1ccc(SC(F)F)cc1 | ? | -22% | 20% | -13 | 14% | -3% | -0.9 | 23% | 8%
Cc1c(NC(=O)C2CCCN2S(=O)(=O)c2ccccc2)c(=O)n(-c2ccccc2)n1C (stereo not drawn) | -4% | -8% | 4% | 4 | 9% | -22% | -0.1 | -10% | 0%
CC1CN(C(=O)COC(=O)Cc2ccc(Cl)cc2)CC(C)O1 (stereo not drawn) | 3% | -8% | -11% | 7 | -13% | 5% | 0.2 | -22% | 2%
Cc1ccc(NC(=O)CSc2nc(-c3ccco3)nc3cc(=O)[nH]n23)c(Cl)c1 | -29% | -2% | 0% | ? | 9% | -9%[11.6 µM] | -1.0 | 14% | 9%
COC(=O)C(NNc1ccccc1)(NC(=O)c1cccc(F)c1)C(F)(F)F (stereo not drawn) | -8% | -2% | 17% | / | -1% | 1% | 0.2 | 23% | 7%
CC(=O)c1c(C)[nH]c(C(=O)CSc2nnc(-c3ccccc3)o2)c1C | -7% | 0% | -3% | -8 | 1% | -9% | 0.0 | 38% | 1%
O=C(CC(c1ccccc1)c1cc(Cl)ccc1O)N1CCCC1 (stereo not drawn) | -19% | -5% | 12% | -18 | -5% | -23% | -2.5 | ? | 15%
O=C(O)CC1(CC(=O)Nc2nccs2)CCCCC1 | -14% | 17% | 0% | 8 | 12% | 2% | -4.4 | / | -8%
CCOC(=O)N1CCN(C(=O)C2CCC(=O)N(Cc3ccccc3OC)C2)CC1 (stereo not drawn) | 5% | 0% | -6% | 2 | -3% | 0% | -0.1 | -12% | 1%
CC1(C)CC(N(Cc2ccc(F)cc2)C(=O)c2ccc(F)cc2)CCO1 (stereo not drawn) | -14% | -8% | -3% | -6 | 2% | -2% | -0.2 | 11% | 11%
O=c1c2ccccc2ncn1CCOc1ccccc1[N+](=O)[O-] | 0% | -14% | 4% | 0 | -6% | 11% | 2.5 | -20% | 12%
C/C(N)=C(/C#N)C(=O)COC(=O)c1ccccc1O | 7% | 17% | 13% | 8 | -1% | -16%[57.1 µM] | 0.6 | -3% | 0%
Cc1ccccc1OCC(=O)N1CCCc2ccccc21 | -11% | -4% | -6% | 2 | 2% | 4% | -1.2 | 8% | 24%
O=C(NC(NCc1ccccn1)(C(F)(F)F)C(F)(F)F)c1ccco1 | -4% | 13% | -10% | / | -5% | 0% | -1.7 | 3% | -7%
Cc1ccc(NC2CCCN(C(=O)c3ccccn3)C2)cc1C (stereo not drawn) | -4% | -3% | / | 2 | 1% | -2% | 0.1 | -21% | 2%
Cn1c(SCC(=O)Nc2ccc(F)cc2)nc2c([nH]c3ccccc32)c1=O | -9% | 3% | 8%&-19% | 0 | 3% | 1% | -2.5 | -10%&-10% | -2%
COc1ccc(-n2c(C)cc(C(=O)Cn3nc(C(=O)O)c4ccccc4c3=O)c2C)cc1 | -12% | -16% | 8% | -1 | 15% | 1% | -0.7 | / | -2%
O=C(CNC(=O)c1ccc(Cl)cc1Cl)OCc1cn2cc(Br)ccc2n1 | 3% | -6% | 29% | -1 | -1% | -2% | 1.7 | 9% | 3%
Cc1ccc(C)c(-c2nnc(NC(=O)CCS(=O)(=O)c3ccccc3)o2)c1 | -7% | 6% | 1% | -8 | -6% | -4% | 2.3 | -3% | 2%
O=C(N1CCOCC1)C1(S(=O)(=O)c2ccccc2)CC=CC1 | -6% | 2% | -14% | 2 | 15% | 4% | 0.1 | -26% | -6%
Nc1ccccc1C(=O)NNC(=O)C(=O)/C=C(\O)c1ccccc1 | -8% | -3% | -18% | -12 | 6% | -24% | -0.4 | 29% | 4%
CCOC(=O)Cc1csc(NC(=O)CSc2nc(=O)[nH]c3c2CCCC3)n1 | -3% | 4% | 5% | 8 | -3% | -4% | -4.2 | 25% | 1%
C#CCNC(=O)C1=C[C@@H](C2CCCCC2)[C@H](CCCO)[C@@H](OCC)O1 | 1% | -5% | -17% | -1 | -7% | 1% | -0.6 | 1% | 1%
COC(=O)c1[nH]c2ccc(Cl)cc2c1NC(=O)CCN1CCN(C2CCCCC2)CC1 | 0% | 6% | 16% | / | -5% | 5% | -1.3 | 26% | 4%
CCC(C(=O)Nc1ccncc1)c1ccccc1 (stereo not drawn) | -1% | -3% | -1% | -5 | 2% | -10% | -2.0 | / | 2%
CC(C)CN(C(=O)CSc1nnnn1C)C1CCS(=O)(=O)C1 (stereo not drawn) | -9% | 2% | 23% | 1 | 0% | 1% | -0.6 | -39% | -7%
COc1ccc(CC(=O)OCC(=O)N(C)C2CCS(=O)(=O)C2)cc1OC (stereo not drawn) | -6% | -13% | -3% | 2 | 13% | -10% | 1.3 | 1% | -3%
Cn1cccc1-c1nc2ccc(NC(=O)c3ccc([N+](=O)[O-])cc3)cc2[nH]1 | 0% | 3% | 0% | -8 | -6% | 4% | -0.6 | / | 6%
O=C(CN1C(=O)NC2(CCCCCCC2)C1=O)Nc1ccc(OC(F)F)cc1 | -2% | -1% | -4% | -1 | -12% | -1% | -0.2 | / | -2%

Reformatted as comma-separated lines: part of the list above
compound,PLK1 PBD inh,EPAC1 antag,Abeta yeast res,PI5P4Ka inh,EPAC1 agonist,WRN helicase inh,IL2 activator,FUS yeast rescue,aSyn yeast inh
O=C(CN1C(=O)NC2(CCc3ccccc3C2)C1=O)Nc1ccc(F)cc1 (stereo not drawn),-10%,-19%,5%,-7,7%,-2%,0.4,/,-2%
CC(=O)c1c(C)[nH]c(C(=O)CSc2nnc(-c3ccccc3)o2)c1C,-7%,0%,-3%,-8,1%,-9%,0.0,38%,1%
COc1ccc(S(=O)(=O)Nc2cccc(S(=O)(=O)N3CCCCC3)c2)cc1,4%,1%,2%,-4,3%,-10%,-3.5,/,11%
